# tuberculosis growth = growth inhibition of non-replicating M. tuberculosis (AID 488890) | Mycobacterium tuberculosis non-replicating, growth inhibition; higher % means a stronger effect | one-dose inhibition, % at 25 µM; IC50 in µM for titrated hits | actives 0.39% (n = 320,000); in the data active = a potency from the dose series; inconclusive = inhibition mostly from about 82% at the one dose, without a potency; inactive = the rest, 99 in 100 with inhibition below about 76%;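 also: plate controls were DMSO cells for no effect and high antibiotic wells for full effect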
# VEEV TC-83 Vero = inhibitors of VEEV TC-83 cytopathic effect, confirmation, Vero cells (AID 588727). Vero cells, VEEV TC-83 cytopathic effect inhibition; higher % means a stronger effect. one-dose inhibition, % at 20 µM; IC50 in µM for titrated hits. actives 0.13% (n = 350,000); in the data active = a potency from the dose series; inconclusive = inhibition mostly from about 14% at the one dose, without a potency; inactive = the rest, 99 in 100 with inhibition below about 12%; also: strong numbers were not always called active
# H37Rv inhibition = M. tuberculosis growth inhibition, HTS (AID 449762); M. tuberculosis H37Rv growth inhibition, 7H9 media; higher % means a stronger effect; inhibition, % at 25 µM; hits with a dose series show IC50 in µM; actives 0.59% (n = 330,000); in the data active = a potency from the dose series; inconclusive = inhibition above about 70% without an active follow-up result;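 also: bacterial growth assessed after seven days of incubation; strong numbers were not always called active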
# H1N1 NS1A inhibition = NS1A inhibition, H1N1 influenza, cell based functional assay (AID 504329). NS1A functional cell-based assay, percent inhibition; higher % means a stronger effect. one-dose inhibition, % at 12.5 µM; IC50 in µM for titrated hits. actives 0.3% (n = 340,000); in the data active = a potency from the dose series; inconclusive = inhibition above about 27% without an active follow-up result; also: strong numbers were not always called active
# PhoP GFP inhibition = Inhibition of PhoP regulon, Salmonella typhi GFP reporter cells, confirmation, 4 h (AID 1850) | Salmonella Typhi PhoP-promoter GFP reporter, fluorescence, 4 h; higher % means a stronger effect | inhibition, % at 50 µM; hits with a dose series show IC50 in µM | actives 0.33% (n = 310,000); in the data active = a potency from the dose series; inconclusive = inhibition mostly from about 25% at the one dose, without a potency; inactive = the rest, 99 in 100 with inhibition below about 19%;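 also: 0% = induced wells with vehicle and 100% = uninduced wells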
# VEEV TC-83 Vero 10K pilot screen = further read-out of VEEV TC-83 Vero, marked with its call; inhibition, %; measured here: 10K pilot screen inhibition
# The depositor's hits bear a star; i = inactive; ? = inconclusive; nt = not tested or not shown.
SMILES,tuberculosis growth,VEEV TC-83 Vero,H37Rv inhibition,H1N1 NS1A inhibition,PhoP GFP inhibition,others
COc1ccccc1NC(=O)C(C)Sc1nnnn1C (stereo not drawn),nt,i,-11%,2%,-15%,
CCN(CC)CCCN=Cc1c(O)n(-c2cccc(C)c2C)c(=O)[nH]c1=O,-2%,0.3%,10%,-2%,-16%,
CC(Oc1ccc(Br)cc1)C(=O)NNC(=O)CCN1CCN(c2ccccc2)CC1 (stereo not drawn),-12%,5.4%,-10%,-1%,3%,
Cn1c(=O)c2c(SCc3ccccn3)nc(C3CC3)nc2n(C)c1=O,23%,7.1%,-5%,1%,0%,
O=C(/C=C/NNC(=O)c1ccccc1)c1ccc(Br)cc1,?,4.2%,7%,1%,-8%,
COc1ccc2cc3cc(C(=O)NCc4cccs4)oc3nc2c1,11%,0.1%,-4%,3%,-7%,
Fc1ccc(-n2cc(-c3ccccc3)c3c(NN4CCOCC4)ncnc32)cc1,20%,8.4%,10%,1%,1%,
O=C(c1ccc(F)cc1)C1CCN(C(=O)c2c(F)cccc2F)CC1,12%,2.2%,-8%,-2%,-2%,
CC(C)(C)OC(=O)N(CCc1ccccc1)Cc1cccc(OCc2cccc(NC(=O)C3CC3)c2)c1,nt,8.6%,nt,-8%,nt,
C=CCOc1cccc(C(=O)N2CCCC(Nc3ccc(F)cc3)C2)c1 (stereo not drawn),2%,6.3%,-4%,0%,-16%,
NS(=O)(=O)c1ccc(NC(=S)NC(=O)c2cccs2)cc1,48%,6.0%,-11%,-16%,9%,
CCCNC(=O)c1c(N)n(-c2ccc3c(c2)OCO3)c2nc3ccccc3nc12,-1%,i,-9%,1%,2%,
Cc1cccc[n+]1CC(=O)c1ccccc1,-17%,i,-3%,1%,-7%,
Cc1nc(CN2CCOCC2)cc(=O)[nH]1,-12%,0.1%,8%,10%,8%,
COc1cccc(C(=O)N/N=C2\SCC(=O)N2Cc2ccc3c(c2)OCO3)c1,11%,0.5%,-4%,-9%,4%,
NNc1nc2cccnc2n(CCNc2ncc(C(F)(F)F)cc2Cl)c1=O,-7%,1.1%,1%,5%,-2%,
CCOC(=O)C1CCN(CCC(=O)Nc2ccccc2)CC1,-7%,i,3%,1%,7%,
CC(C)n1nc(CC(=O)O)c2ccccc2c1=O,-3%,0.2%,-1%,5%,6%,
Cc1cc(C(=O)N/N=C/c2ccc3c(c2)OCO3)c(C)n1-c1ccc(F)cc1,17%,3.9%,26%,-16%,9%,
O=C(O)c1nn(Cc2ccc(Cl)cc2Cl)c2ccccc12,58%,0.8%,-7%,-4%,0%,
COC(=O)c1cc2ccsc2n1Cc1nc(-c2ccc(Cl)cc2)oc1C,nt,0.2%,1%,16%,nt,
COc1ccccc1C(=O)Nc1ccc(NC(=O)c2ccco2)c(C)c1,14%,7.4%,-3%,7%,-2%,
O=C(CCc1ccc(S(=O)(=O)NC2CCCCC2)cc1)NCc1cccnc1,-9%,0.2%,-8%,-10%,4%,
COc1ccc(-c2cc(-c3n[nH]c(=S)n3-c3ccccc3OC)[nH]n2)cc1,-23%,2.2%,5%,-3%,-6%,
COc1ccc(C(=O)NC2CCN(CC(=O)Nc3cccc(C)c3)CC2)cc1OC,23%,0.2%,1%,13%,-2%,VEEV TC-83 Vero 10K pilot screen=0.9
COC(=O)c1cc2c(C)c(C)c3ccccn3c-2c1C(=O)OC,nt,11%,-3%,-6%,-1%,
COc1ccc(CNC(=O)C2=CC(c3ccc(OC)cc3)=NS(=O)(=O)N2C)cc1,13%,0.7%,-1%,8%,1%,
CC1=CC2/C=C(\C)CCC(O)C(O)/C=C/C(=O)C23C(=O)NC(CC(C)C)C3C1C (stereo not drawn),76%,i,4%,-1%,4%,
O=C(C1Cc2ccccc2CN1S(=O)(=O)c1cccs1)N1CCCCC1 (stereo not drawn),16%,1.0%,-15%,10%,8%,VEEV TC-83 Vero 10K pilot screen=1.4
COc1ccc(/C=N\NC(=O)C2CCCC2)cc1Br,34%,7.1%,-6%,-5%,-9%,
Cc1onc(-c2c(Cl)cccc2Cl)c1C(=O)Nc1c(C)n(C)n(-c2ccccc2)c1=O,nt,i,nt,-1%,nt,
COc1ccc(CCNC(=O)C23CN(Cc4ccccc4)CC2C(c2cccc([N+](=O)[O-])c2)=NO3)cc1 (stereo not drawn),7%,0.5%,3%,8%,-6%,
Cc1cc(=O)oc2cc(NC(=O)COc3ccccc3[N+](=O)[O-])ccc12,-17%,2.2%,-2%,6%,nt,
CS(=O)(=O)N(Cc1ccccc1)c1ccc(C(=O)Nc2ccccc2C(=O)O)cc1,21%,i,0%,-1%,6%,
CCOc1ccccc1CNC(=O)CNC(=O)c1cccs1,-7%,0.9%,-5%,6%,10%,
Cc1ccc(S(=O)(=O)N2CCN(C(=O)COC(=O)CNC(=O)c3ccc(Cl)cc3Cl)CC2)cc1,-2%,2.4%,-4%,-3%,9%,
COc1cc2c(C#N)c(N3CCc4ccccc4C3)nc(N)c2c(N)n1,9%,6.6%,48%,-20%,-12%,
COC(=O)c1c(C)n(Cc2ccccc2)c2ccc(O)cc12,16%,4.8%,18%,-5%,8%,
CCOC(=O)C1(CC2CCCCO2)CCN(Cc2cccnc2)CC1 (stereo not drawn),0%,i,-3%,-13%,10%,
COc1ccc(CNC(=O)CN(C(=O)c2csnn2)c2ccc(F)cc2)cc1,0%,0.2%,-4%,2%,-14%,
Cn1c(SCCOc2cccc(Cl)c2)nnc1-c1ccncc1,i,i,-4%,1%,13%,
COc1cc(C(=O)N2CCCc3ccccc32)cc(OC)c1OC,-3%,2.4%,1%,18%,5%,
CC1(C)Cc2c(sc3nc(SCC(=O)O)nc(N)c23)CO1,-13%,0.1%,0%,-1%,8%,
Cc1cc(S(=O)(=O)Nc2ccc(C(=O)NCC3CCCO3)cc2)ccc1F (stereo not drawn),-14%,nt,-3%,nt,nt,
CCC[C@@H](CN[C@@H](CNC)[C@H](C)CC)NCC1CCC(C(C)(C)C)CC1 (stereo partly drawn),?,i,?,-20%,11%,
O=c1[nH]c(SCc2ccccc2)nc2ccsc12,8%,2.0%,-4%,-1%,4%,
COc1ccc(OC)c(NC(=O)C2CCCN(S(=O)(=O)c3ccc(-n4cnnn4)cc3)C2)c1 (stereo not drawn),-8%,9.8%,-2%,-9%,-2%,
C=CCSc1nnc(-c2cc(C(C)(C)C)nn2Cc2ccc(F)cc2)n1C,6%,i,-9%,1%,7%,
COCCN(C(=O)c1snc(C(N)=O)c1N)C(C(=O)NC1CCCCC1)c1cc(OC)c(OC)c(OC)c1 (stereo not drawn),-10%,1.9%,-1%,-5%,7%,
CC(C)(C)c1ccc(C(=O)NCC(=O)O)cc1,-8%,i,-7%,-3%,10%,
C=C(C)Cn1c(N2CC(C)CC(C)C2)nc2c1c(=O)[nH]c(=O)n2C (stereo not drawn),nt,3.5%,-2%,31%,-6%,
CCCCn1c(=O)[nH]c(=O)c2c1nc(Cn1ncc(Cl)c(Cl)c1=O)n2CCC,68%,?,-1%,-2%,3%,
COC(=O)Nc1ccc2ncn(C)c(=O)c2c1,nt,2.0%,-9%,-9%,nt,
O=C(CN1CCOc2ccccc21)NCc1ccccc1,9%,i,-3%,1%,-13%,
Cc1c(NC(=O)CS(=O)(=O)c2ccccc2)c(=O)n(-c2ccccc2)n1C,-4%,1.2%,-1%,-2%,11%,
Cc1cc2ncn(CCOc3ccccc3C#N)c2cc1C,25%,0.6%,4%,-7%,-23%,VEEV TC-83 Vero 10K pilot screen=2.5
COC(=O)C(C)NC(=O)c1ccc(C(C)(C)C)cc1 (stereo not drawn),nt,1.7%,5%,-7%,-9%,
COc1cccc(NC(=O)Cn2cnc3c(oc4nc5c(cc43)CCCC5)c2=O)c1,10%,0.5%,2%,-5%,-5%,
Cc1ccccc1NC(=O)OCc1ccccc1,nt,1.8%,-7%,-2%,-7%,
CC(C)(C)c1ccc(C(=O)NCc2ccc(Cl)cc2)cc1,-1%,i,14%,7%,0%,
# (listing goes on)
SMILES,tuberculosis growth,VEEV TC-83 Vero,H37Rv inhibition,H1N1 NS1A inhibition,PhoP GFP inhibition,others
COc1cc(S(=O)(=O)NC2CCCC2)ccc1F,8%,4.5%,4%,16%,-2%,VEEV TC-83 Vero 10K pilot screen=0.5
Cc1ccc(CNC(=O)CCC2CCCN(Cc3cc4ccccc4o3)C2)o1 (stereo not drawn),24%,i,2%,-27%,12%,
O=C(CSc1nc2ccccc2n1Cc1ccccc1Cl)N/N=C/c1ccccc1C(=O)O,26%,1.2%,1%,-10%,4%,
NC(=O)c1ccc(NC(=O)COC(=O)CC(NC(=O)c2ccccc2Cl)c2ccccc2)cc1 (stereo not drawn),-8%,0.7%,7%,-10%,-5%,
CCCCn1c(N)c(N(CC)C(=O)C2CCN(C(=O)c3ccccc3C)CC2)c(=O)[nH]c1=O,-9%,2.0%,5%,-5%,nt,
COC(=O)c1cc(NC(=O)COC(=O)C2CCC2)cc(C(=O)OC)c1,-5%,0.5%,1%,4%,-9%,
COc1ccc(CCN2C(=O)CC(N3CCOCC3)C2=O)cc1OC (stereo not drawn),36%,0.7%,4%,-2%,7%,
Cc1cccc(/C=N/NC(=O)c2ccccc2OCc2cccc(Br)c2)n1,?,6.1%,10%,4%,10%,
Cc1ccc(C(=O)N2CCC(C(=O)c3ccc(Cl)cc3)CC2)cc1,28%,i,11%,-10%,-3%,
CCN1CCn2c3c(c4cccc(C)c42)CCCC31 (stereo not drawn),19%,0.1%,5%,-2%,-6%,
Cc1cc(S(=O)(=O)NCCc2ccncc2)cc(C)c1F,10%,i,-1%,1%,0%,
COc1ccccc1CN(C)C(=O)c1cccc(S(=O)(=O)N2CCCC2)c1,-5%,7.5%,6%,-10%,nt,
COc1ccc(C)cc1S(=O)(=O)Nc1cc2c3c(c1)CC(=O)N3CCC2,8%,2.0%,-3%,-6%,-3%,
COc1cccc(/C=C(\C#N)c2nc3ccc(C)cc3[nH]2)c1OCC(=O)O,33%,1.1%,3%,-2%,-8%,
COc1ccc(C)cc1S(=O)(=O)N1c2ccccc2CC1C (stereo not drawn),12%,i,-3%,-3%,16%,
COC(=O)CSc1nc(N)c(C#N)c(C(C)C)c1C#N,66%,i,-1%,0%,-3%,
Cc1c(C(=O)O)sc(S(=O)(=O)N2CCN(C(=O)Cc3ccccc3)CC2)c1C(=O)O,nt,1.0%,nt,-3%,nt,
C=CCOCCn1[nH]c2ccccc2c1=O,3%,i,0%,-3%,-9%,
COc1ccc(CCNC(=O)CSc2nnc(-c3ccc(F)cc3)o2)cc1OC,-7%,0.8%,-6%,3%,-12%,
C[N+]1=C2CCCCCN2C(O)(c2ccccc2)C1 (stereo not drawn),2%,i,1%,-8%,-8%,

# Arranged by molar mass (falling): part of the list above.
SMILES,tuberculosis growth,VEEV TC-83 Vero,H37Rv inhibition,H1N1 NS1A inhibition,PhoP GFP inhibition,others
Cc1cccc(/C=N/NC(=O)c2ccccc2OCc2cccc(Br)c2)n1,?,6.1%,10%,4%,10%,
COc1ccc(CCNC(=O)CSc2nnc(-c3ccc(F)cc3)o2)cc1OC,-7%,0.8%,-6%,3%,-12%,
Cc1ccc(CNC(=O)CCC2CCCN(Cc3cc4ccccc4o3)C2)o1 (stereo not drawn),24%,i,2%,-27%,12%,

# The main list resumes, repeating the 5 entries before the break.
SMILES,tuberculosis growth,VEEV TC-83 Vero,H37Rv inhibition,H1N1 NS1A inhibition,PhoP GFP inhibition,others
COC(=O)CSc1nc(N)c(C#N)c(C(C)C)c1C#N,66%,i,-1%,0%,-3%,
Cc1c(C(=O)O)sc(S(=O)(=O)N2CCN(C(=O)Cc3ccccc3)CC2)c1C(=O)O,nt,1.0%,nt,-3%,nt,
C=CCOCCn1[nH]c2ccccc2c1=O,3%,i,0%,-3%,-9%,
COc1ccc(CCNC(=O)CSc2nnc(-c3ccc(F)cc3)o2)cc1OC,-7%,0.8%,-6%,3%,-12%,
C[N+]1=C2CCCCCN2C(O)(c2ccccc2)C1 (stereo not drawn),2%,i,1%,-8%,-8%,
COc1ccc(C2CC(C(F)(F)F)n3nc(C(N)=O)c(Cl)c3N2)cc1OC (stereo not drawn),4%,i,-7%,4%,6%,VEEV TC-83 Vero 10K pilot screen=0.8
Cc1noc(C)c1-c1nc(CS(=O)(=O)c2ccc(Cl)cc2)no1,-13%,i,6%,6%,2%,
Cc1cc(C)nc(N/C(=N/S(=O)(=O)Cc2ccccc2)Nc2ccccc2)n1,-13%,2.0%,9%,2%,-5%,
Cc1c(F)cccc1NS(=O)(=O)c1ccccc1C#N,-13%,0.9%,-1%,-12%,-7%,
COC(=O)C(Cc1ccc(OC(=O)c2ccccc2C)cc1)N1Cc2ccccc2C1=O (stereo not drawn),-7%,8.0%,-3%,-8%,4%,

# Screens (PubChem)
